Rtt109 Vps75: C. albicans Rtt109 histone acetyltransferase inhibition | Q5AAJ8 | purified Rtt109/Vps75, ThioGlo CoA-SH fluorescence, 4 h | inhibition, % at 34.9 µM | 330,000 compounds, 0.16% hits | AID 540336;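 active means inhibition of at least 50% in every replicate; inconclusive means best replicate reaches 50% inhibition but some replicates fall short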
SR-BI uptake up: activators of SR-BI mediated HDL lipid uptake | CHO ldlA[mSR-BI] cells, DiI-HDL uptake fluorescence, 3 h; 100 = double the neutral-control signal | activation, % at 12.5 µM | 320,000 compounds, 0.096% hits;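 active means mean replicate activation of at least 60% and every replicate at or above 60%; inconclusive means mean or all-replicate condition met, but not both; inactive means mean below 60% and not all replicates reaching 60%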;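 further: 0% = median plate neutral-control signal and 100% = twice that signal; values of inactives mirror those of a sister screen read the other way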
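System: LDL receptor-deficient CHO ldlA cells overexpressing murine SR-BI | Timing: 3 h uptake period with compound, 37 °C | Medium: HEPES-buffered (25 mM, pH 7.4) F12 plus 0.5% BSA | Dosing: Single-point compound dose | Signal: Bottom-read fluorescence, 550/595 nm | Read-out: Retained DiI signal reflecting DiI-HDL uptake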
cardiac RTF act: increases calcium sensitivity of human cardiac regulated thin filaments. P19429+P45379. IANBD-labeled TnC RTF fluorescence at EC20 calcium; 0% EC20 calcium, 100% full calcium. activation, % at 7.2 µM. 340,000 compounds, 0.24% hits;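 active means activation above the mean over all tested compounds plus 3 SD, cut at about 30% in these data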;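 further: rise in fluorescence read as greater calcium sensitivity of cardiac thin filaments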
C-LANA FP: KSHV C-LANA DNA binding inhibition | MBP-C-LANA/FAM-LBS DNA binding, fluorescence polarization | inhibition, % at 9 µM | 340,000 compounds, 0.078% hits;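 active means highest replicate inhibition at or above 60% at 9 µM, even if other replicates fall short; inactive means all replicates below 60% inhibition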;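 further: 0% = neutral control wells and 100% = 4 µM acridine orange control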
CAL PDZ FP-1: inhibitors of human CAL PDZ peptide binding. Q9HD26. purified CAL PDZ, TMR-peptide fluorescence polarization, 1 h. inhibition, % at 20 µM. 330,000 compounds, 0.02% hits. AID 504414;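 active means highest replicate inhibition of at least 40%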;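 further: plate controls were DMSO neutral control wells for no effect and unlabeled competitor peptide control wells for full effect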
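System: tagged CAL PDZ domain. Schedule: 1 h room-temperature incubation prior to read. Signal: fluorescence polarization (mP). Measure: percent inhibition from loss of millipolarization.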
PKA-R2B act: PKA-R2B complex activation; P22694+P31323; 340,000 compounds, 0.079% hits; activation, % at 11.4 µM; PKA-R2B holoenzyme dissociation, Cy5-IP20 fluorescence polarization; R2B truncated from residue 108, S112A mutant; 0% DMSO only, 100% 113 µM cGMP;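 active means activation above a cutoff set at the mean over all compounds plus 3 SD, cut at about 18% in these data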;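 further: higher means more holoenzyme dissociation and a rise in polarization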
Target sequence (P31323 whole entry, looked up, other chains not shown, the tested form may be a part): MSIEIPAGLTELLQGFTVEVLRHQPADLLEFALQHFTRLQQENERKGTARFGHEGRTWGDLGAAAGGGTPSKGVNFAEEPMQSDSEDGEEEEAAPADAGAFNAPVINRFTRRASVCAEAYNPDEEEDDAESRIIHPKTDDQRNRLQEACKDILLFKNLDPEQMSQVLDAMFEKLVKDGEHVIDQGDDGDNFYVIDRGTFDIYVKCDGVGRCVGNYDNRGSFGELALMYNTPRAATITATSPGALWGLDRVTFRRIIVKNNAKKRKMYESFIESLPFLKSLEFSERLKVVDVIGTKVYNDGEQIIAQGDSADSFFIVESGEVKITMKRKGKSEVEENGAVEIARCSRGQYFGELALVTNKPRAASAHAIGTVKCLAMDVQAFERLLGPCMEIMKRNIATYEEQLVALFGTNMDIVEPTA
CAL PDZ FP-2: inhibitors of human CAL PDZ peptide binding. Q9HD26. purified CAL PDZ, TMR-peptide fluorescence polarization, 1 h. inhibition, % at 24.9 µM. 300,000 compounds, 0.92% hits. AID 602252;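 active means mean inhibition of at least 30% with at least half of replicates also reaching 30%; inconclusive means no clear call, values can overlap the other calls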;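 further: 0% = DMSO neutral control and 100% = excess unlabeled competitor peptide PRC23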
DAGLB inhibitor: blocks human DAGLB lipase activity; HEK293T DAGLB membrane lysate, EnzChek fluorogenic substrate; 340,000 compounds, 0.059% hits; Q8NCG7; inhibition, % at 5.17 µM; in the data active means inhibition above about 34%;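 further: 0% = enzyme with vehicle and 100% = wells lacking enzyme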
RTF Ca sens inh: cardiac RTF calcium desensitization; P19429+P45379; inhibition, % at 7.15 µM; 340,000 compounds, 0.12% hits; IANBD-labeled cardiac RTF, Ca2+ fluorescence;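 active means inhibition above the mean inhibition of all tested compounds plus 3 SD, cut at about 17% in these data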;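 further: assay run at fixed EC70 calcium of 1.6 mM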
Keap1 Nrf2 FP: disrupts human Keap1 binding to Nrf2 peptide; inhibition, % at 9.4 µM; Q14145; 340,000 compounds, 0.15% hits; AID 504523; Keap1 Kelch-Nrf2 peptide fluorescence polarization, 1536-well; in the data active means inhibition above about 12%; inconclusive means no clear call, values can overlap the other calls; inactive means below about 7.3%;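 further: human Keap1 Kelch domain with fluorescein labeled Nrf2 9mer peptide probe; 0% = neutral control wells and 100% = peptide positive control; higher means more block of Keap1 binding to Nrf2 peptide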
Target sequence (Q14145 whole entry, looked up, the tested form may be a part): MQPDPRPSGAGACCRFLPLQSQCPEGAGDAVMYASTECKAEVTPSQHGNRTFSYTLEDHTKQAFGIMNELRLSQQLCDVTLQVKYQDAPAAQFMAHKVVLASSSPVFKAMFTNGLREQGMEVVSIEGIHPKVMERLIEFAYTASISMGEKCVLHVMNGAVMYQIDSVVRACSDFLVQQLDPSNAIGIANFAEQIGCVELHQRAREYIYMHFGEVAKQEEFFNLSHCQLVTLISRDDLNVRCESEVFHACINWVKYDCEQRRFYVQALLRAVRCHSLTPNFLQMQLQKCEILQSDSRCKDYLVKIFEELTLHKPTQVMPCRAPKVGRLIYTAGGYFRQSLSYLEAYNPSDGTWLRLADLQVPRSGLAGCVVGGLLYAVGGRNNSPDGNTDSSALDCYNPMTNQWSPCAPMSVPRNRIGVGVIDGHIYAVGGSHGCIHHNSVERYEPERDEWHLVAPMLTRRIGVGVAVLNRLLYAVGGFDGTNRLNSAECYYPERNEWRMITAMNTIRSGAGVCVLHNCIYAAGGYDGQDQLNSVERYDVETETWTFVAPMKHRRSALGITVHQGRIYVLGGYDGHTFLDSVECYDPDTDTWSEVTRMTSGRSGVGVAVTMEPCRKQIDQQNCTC
An asterisk follows results filed as active; ? = inconclusive; . = not tested or not shown.

SMILES	Rtt109 Vps75	SR-BI uptake up	cardiac RTF act	C-LANA FP	CAL PDZ FP-1	PKA-R2B act	CAL PDZ FP-2	DAGLB inhibitor	RTF Ca sens inh	Keap1 Nrf2 FP
Cc1c(Cl)cccc1-c1ccc(CNCc2ccccn2)o1	-7	15	1	-2.6	1.0	-6	-6	-11	-11	-2
C#CCOCCOCCOCCNc1nc(N2CCN(C(=O)C(Cc3ccc(O)cc3)n3cc(C(N)C(C)CC)nn3)CC2)nc(N2CCN(C(=O)C(Cc3ccc(O)cc3)n3cc(C(N)C(C)CC)nn3)CC2)n1 (stereo not given)	15	19	-4	-1.0	-0.2	-2	-2	0	7	-9
Cc1cc(Cl)ccc1NC(=S)NCc1ccco1	-4	-15	-2	-0.5	-2.4	-13	-1	0	6	-1
Cn1c(=O)oc2cc(S(=O)(=O)N3CCOCC3)ccc21	-11	39	6	0.1	-1.8	-8	-1	-7	-12	-3
O=C1CC(N2CCC(c3nc4ccccc4o3)CC2)C(=O)N1Cc1cccs1 (stereo not given)	2	4	5	-1.6	-0.4	6	1	2	-1	3
CCc1ccc(C(=O)COC(=O)C2=NN(c3ccccc3)C(=O)CC2)cc1	-3	-4	-2	0.5	-3.5	-5	0	-4	-1	-8
CCCc1ncc(C(O)c2cccc(OC)c2OC)n1C (stereo not given)	12	60	5	-0.3	0.4	-6	-2	-2	4	-8
COc1ccc(NC(=O)NCCc2c[nH]c3ccccc23)c(OC)c1	1	.	-3	-0.6	-0.8	-1	-3	0	-2	-3
COc1ccc(C(=O)N/C(=C\c2ccccc2)C(=O)Nc2ccc(C(=O)NCC(=O)O)cc2)cc1	0	24	-2	-0.8	-0.3	-3	.	0	-10	-4
O=C1OCCC1Sc1nnc(-c2ccc(Br)cc2)o1 (stereo not given)	10	13	6	2.0	-1.1	-7	-4	-1	-7	2
O=C(CSc1nnnn1-c1ccccc1)CC(=O)Nc1ccc(Cl)cc1	4	26	-3	1.0	-0.2	-2	-5	-6	-6	-2
Cc1cc(C)nc(N/N=C/C(Cl)=C/c2ccccc2)n1	-11	-6	3	-0.4	.	-4	-6	3	-1	2
O=C1/C(=C/c2ccc(O)cc2)CCc2ccc([N+](=O)[O-])cc21	0	0	-3	1.6	1.7	4	-2	0	2	1
O=C1CCCC/C=C\C[C@H](CC(=O)N(CCO)Cc2ccccc2)C(=O)NCCO1	-14	36	3	1.8	0.4	5	-3	-1	-3	1
CC(C)c1cc(N2CCN(C(=O)c3ccco3)CC2)n2c(nc3ccccc32)c1C#N	-5	8	2	-0.1	-2.3	-1	1	1	-12	4
CC1(C)CC(CCN(Cc2ccccc2)C(=O)c2ccco2)(c2ccccc2)CCO1 (stereo not given)	3	-11	2	0.1	-1.3	-13	3	-1	-21	0
NC1=NC2(CCCCC2)N=C(Nc2ccc(F)cc2F)N1	3	9	4	0.6	-0.6	-1	.	-5	-4	-4
CC(NCC(=O)Nc1ccccc1C(=O)NC1CC1)c1cccc(Cl)c1 (stereo not given)	-5	-20	3	-0.4	-1.0	-2	0	0	-11	-4
CC(C)CCNC(=O)CN(Cc1ccc2c(c1)OCO2)C(=O)Cn1nnc(-c2cccs2)n1	8	24	2	2.6	-1.1	-3	-6	-3	6	-3
Cc1ccc([N+](=O)[O-])cc1S(=O)(=O)Nc1ccc(C(=O)N(C)C)cc1	-6	-3	2	-0.7	-2.1	4	-1	1	-11	-7
CCCC(=O)Nc1ccc2nn(-c3ccc(OC)cc3)nc2c1	-7	-39	-5	-0.3	.	-3	-2	-5	4	-3
OCC[C@@H]1NCc2cc(CO)cc(-c3ccccc3)c21	2	-16	5	0.6	-7.8	-9	.	-2	-9	-5
Cc1cc(S(=O)(=O)NCc2cccnc2)ccc1-n1cnnn1	.	.	1	1.4	-1.8	-4	1	-2	-9	-2
COc1ccc(CCNCC(O)COc2ccc(Cl)cc2)cc1OC (stereo not given)	-1	16	-6	0.4	-2.4	-1	1	-1	1	1
COc1cccc(-c2nc(CS(=O)CC(=O)NC3CCCCC3)c(C)o2)c1 (stereo not given)	11	-11	5	-0.8	-0.4	2	.	-1	4	-4

Random excerpt: three records from the list.
SMILES	Rtt109 Vps75	SR-BI uptake up	cardiac RTF act	C-LANA FP	CAL PDZ FP-1	PKA-R2B act	CAL PDZ FP-2	DAGLB inhibitor	RTF Ca sens inh	Keap1 Nrf2 FP
COc1ccc(NC(=O)NCCc2c[nH]c3ccccc23)c(OC)c1	1	.	-3	-0.6	-0.8	-1	-3	0	-2	-3
O=C1/C(=C/c2ccc(O)cc2)CCc2ccc([N+](=O)[O-])cc21	0	0	-3	1.6	1.7	4	-2	0	2	1
COc1ccc(CCNCC(O)COc2ccc(Cl)cc2)cc1OC (stereo not given)	-1	16	-6	0.4	-2.4	-1	1	-1	1	1

The results go on.
SMILES	Rtt109 Vps75	SR-BI uptake up	cardiac RTF act	C-LANA FP	CAL PDZ FP-1	PKA-R2B act	CAL PDZ FP-2	DAGLB inhibitor	RTF Ca sens inh	Keap1 Nrf2 FP
Cc1cc(C)c2sc(N(CCCN(C)C)C(=O)CN3C(=O)c4ccccc4C3=O)nc2c1	44	.	-2	0.5	-4.5	3	-5	-4	-2	-3
COc1ccc(CCC(=O)Nc2nccs2)cc1OC	0	-3	-4	-4.6	-0.5	-6	-4	1	-7	-4
CCOc1cc(CNn2nnnc2N)cc(Cl)c1OCC(=O)NC(C)(C)C	2	-1	-1	0.0	-1.3	-7	-5	3	3	-2
CCCN(C(=O)CCNC(=O)c1ccc(Cl)cc1)c1c(N)n(Cc2ccccc2)c(=O)[nH]c1=O	0	26	2	0.2	-1.8	-6	4	0	-3	-6
Cc1cc(C)cc(N(CCC#N)C(=O)COC(=O)CN2C(=O)NC(C)(C)C2=O)c1	-6	22	-6	0.2	-1.1	3	-1	0	-15	-4
Cc1ccc(CNC(=O)c2ccc(N3CCC4(CC3)CC(c3ccccc3)=NO4)c(NC(=O)c3ccc(Br)cc3)c2)cc1	-1	-39	8	-0.1	1.0	-12	-2	-5	-7	-3
COc1cc2nc(N3CCN(C(=O)OCc4ccccc4)[C@H](C(=O)NC(C)(C)C)C3)nc(N)c2cc1OC	16	-8	3	1.1	-1.8	7	9	0	-5	0
Cc1nnc(SCC(=O)NC2CCCCC2)n1N	1	8	-6	-0.7	-0.2	4	-5	0	3	3
O=C(NCc1ccc2c(c1)OCO2)c1nn(-c2ccccc2)c(=O)c2ccccc12	2	-20	-3	1.9	-4.0	-1	-2	-3	-3	-2
Cc1cc(NC(=O)COC(=O)c2ccc(S(=O)(=O)C(F)F)cc2)n(-c2ccccc2)n1	1	10	-2	1.8	0.4	-10	.	3	-14	-1
Cc1cccc(CCN=C(N)NS(=O)(=O)c2ccccc2)c1	-8	12	0	-0.1	0.2	6	-2	-3	0	0
Cc1ccc(CC2S/C(=N/N=C/c3ccco3)NC2=O)cc1 (stereo not given)	-6	15	1	1.2	-2.9	-14	-2	1	-13	-3
CCCCNC(=S)Nc1cc(S(=O)(=O)N2CCCCC2)ccc1C	0	-26	3	-1.7	0.8	-1	2	2	3	-6
COC(=O)C1=C(C)N(Cc2ccco2)C(=O)N[C@@H]1c1ccc(Br)cc1	3	7	11	-0.4	-0.4	-1	-9	0	0	-7
Cc1oc(-c2ccccc2Cl)nc1CS(=O)CC(=O)NCc1ccc2c(c1)OCO2 (stereo not given)	8	8	2	-0.3	-0.3	-1	.	0	-12	-2
COc1ccc(N2CCN(C(=O)CC(NC(N)=O)c3cccc(Oc4ccccc4)c3)CC2)cc1 (stereo not given)	3	3	-1	-1.5	-0.4	0	-2	0	-1	-3
CCOC(=O)N1CCN(C(=O)CN(C)S(=O)(=O)c2ccc(Cl)cc2)CC1	3	.	-2	0.4	-2.7	-5	-4	-1	-9	3
O=C(CNc1ccc2ccccc2c1)N/N=C/C=C/c1cccc([N+](=O)[O-])c1	1	-21	-4	-0.2	-1.1	-5	-2	3	-5	-1
Cc1cccc(C)c1NC(=O)CN(C)C(=O)C1CC1C (stereo not given)	1	-2	2	0.6	1.3	-3	.	-1	-7	2
Cc1ccc(C(=O)CCC(=O)OCC(=O)N(C)c2c(N)n(Cc3ccccc3)c(=O)[nH]c2=O)cc1	-4	-15	-1	-0.9	-0.7	-4	-7	3	-4	-4
COc1ccccc1C(=O)Nc1nc(N)n(-c2ccccc2)n1	1	-2	13	-4.2	-1.9	18	-2	3	-4	2
COc1ccc(NC(=O)c2cccnc2Sc2ccccc2)c(OC)c1	2	-35	-1	1.3	0.3	-4	-3	0	8	-4
CCC(C)(C)c1ccc(OCCCC[n+]2ccccc2)c(C(C)(C)CC)c1	?	46	-3	-0.6	-1.9	8	-2	3	-1	0
Cc1cccc(C(=O)NCC(=O)NC2CCN(Cc3ccccc3)CC2)c1	-1	6	-3	-1.1	-2.4	-8	1	-1	-1	-5
CCOC(=O)CSc1nnc2c(n1)C1(C)CCC2C1(C)C (stereo not given)	11	7	-2	0.7	-0.2	2	2	-3	-4	3

New compounds follow.
SMILES	Rtt109 Vps75	SR-BI uptake up	cardiac RTF act	C-LANA FP	CAL PDZ FP-1	PKA-R2B act	CAL PDZ FP-2	DAGLB inhibitor	RTF Ca sens inh	Keap1 Nrf2 FP
Cn1cccc1C(=O)OCC(=O)Nc1cc(C(C)(C)C)nn1-c1ccccc1	4	-8	2	1.0	-0.1	-1	-4	-2	-4	-7
CCn1c(CC(=O)Nc2ccc(F)cc2)nnc1SCC(=O)Nc1nnc(C)s1	-13	.	1	0.6	-0.1	0	.	-1	-10	-10
Nc1c(C(=O)c2ccccc2)sc2nsc(SCCN3CCCC3)c12	-5	-5	10	-4.5	0.2	-6	.	-8	-29	-15
CCOc1cc(C=O)ccc1OCCSc1ccc(Cl)cc1	-5	-6	6	2.4	0.1	-11	-3	-18	-7	-2
COc1ccc(NS(=O)(=O)c2cccc(C(=O)N3CCN(S(=O)(=O)c4ccccc4)CC3)c2)cc1	-5	31	-3	1.7	-1.8	-11	5	0	6	-5
COc1ccccc1Nc1nc2nonc2[nH]c1=O	-2	15	-3	-1.4	-0.1	7	11	4	0	1
CCCCSCc1[nH]c(=O)[nH]c1C(=O)CCCCC(=O)OCC	.	19	-1	-3.2	-4.6	3	-1	4	-14	2
Cc1ccc(S(=O)(=O)N(C)CC(=O)NCCc2c[nH]c3ccccc23)cc1	-5	-3	-5	0.3	0.9	5	-7	1	-16	5
COc1ccc(-c2cc(C(=O)NCc3cccs3)no2)cc1	-6	.	-2	-1.0	0.0	0	-1	-3	-20	-7
COc1ccc(-c2cn[nH]c2-c2ccc(OCC(=O)NN)cc2O)cc1OC	5	-21	6	-0.5	-1.4	0	-5	1	-5	-1
CCCCCCCC(=O)N/N=C/c1ccc([N+](=O)[O-])o1	1	39	-1	-0.3	-2.0	-1	-5	2	-2	-2
Cc1nn(-c2ccc(N3CCOCC3)nn2)c(C)c1CCC(=O)Nc1ccc(F)cc1	3	-20	-3	0.7	-1.9	0	-3	1	8	-3

Screening results: PubChem, several laboratories
